Source: PubChem BioAssay (National Center for Advancing Translational Sciences (NCATS))
ASM inhibitor = Inhibitors of Secretory Acid Sphingomyelinase (S-ASM): qHTS; Sphingomyelin phosphodiesterase (Homo sapiens), P17405; placental ASM, HMU-PC fluorogenic substrate, 60 min; Potency, µM (doses to about 57.5 µM), for the others: at the top dose activity change, negative = inhibition, actives largely listed as inhibitors; 340,000 compounds, 0.006% hits; AID 504937, 2011; further: potency means the concentration at half of the fitted maximal effect
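Steps: dispense placental human ASM, pin compound, wait 10 min at room temperature, add HMU-PC0 substrate at 9 uM final, incubate 60 min at 37 °C, add stop solution raising pH to 10, read fluorescence.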
PTAP TSG101 blk = qHTS Assay for Iinhibitors of HIV-1 Budding by Blocking the Interaction of PTAP/TSG101; Fluorescence polarization, FITC-PTAP peptide / Tsg101 binding; 340,000 tested, under 10 active; Potency, µM (series often up to 115 µM), inactives show top-dose activity change, negative = inhibition, most hits filed as inhibitors; Tumor susceptibility gene 101 protein (Homo sapiens), Q99816; active means well fitted inhibition curve with a large enough effect in the main read-out, with a control signal flat, not every such curve was filed as active; inconclusive means small, poorly fitted or top-dose-only effect, or effect the other way, or a change in a side signal; inactive means no such curve, though single readings can be large or run the other way; further: potency means the concentration at half of the fitted maximal effect; % of control where 0% means no effect
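Compounds were pin-transferred onto Tsg101 binding domain (10 uM final) in HEPES pH 7.5 buffer, then FITC-PTAP peptide was added at 50 nM final. After 20 min at RT, polarization reported peptide displacement across a qHTS concentration series.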
Tb PFK block = qHTS Assay to Find Inhibitors of T. brucei phosphofructokinase | Potency, µM (titrated, usually from 57.5 µM), without a hit: top-dose activity, negative = inhibition, usual class: inhibitors | T. brucei PFK, ADP-Glo luminescence | ATP-dependent 6-phosphofructokinase (Trypanosoma brucei brucei), O15648 | 330,000 compounds, 0.17% hits;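 further: potency means the concentration at half of the fitted maximal effect; 0% = uninhibited 1x PFK enzyme wells and -100% = no-enzyme wells; nearly all actives have a fitted effect of over 60% in size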
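Luminescent ADP detection (ADP-Glo, two-step: ATP depletion then ADP-to-ATP conversion for luciferase) reported PFK activity after 45 min room-temperature reaction of 1.25 nM enzyme with 0.5 mM F6P and 0.1 mM ATP at pH 8.0.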
Menin-MLL TR inh = qHTS Assay for Inhibitors Targeting the Menin-MLL Interaction in MLL Related Leukemias: Competition With Texas Red Labeled MLL-derived Mutant Peptide | O00255 | Menin + Texas Red MLL mutant peptide, fluorescence polarization | Potency, µM (top dose mostly 61.6 µM), for inactives: top-dose FP activity change, negative = inhibition, usual class: inhibitors | 270,000 compounds, 0.23% hits | AID 1768, 2009; active means well fitted inhibition curve with a large enough effect in the polarisation, with a control signal flat, not every such curve was filed as active; inconclusive means small, poorly fitted or top-dose-only effect, or effect the other way, or a change in a side signal; inactive means no such curve, though single readings can be large or run the other way; the % refers to the polarisation; further: potency means the concentration at half of the fitted maximal effect; % of control where 0% means no effect; many of its hits are not listed in these tables
Target sequence (O00255 whole entry, looked up): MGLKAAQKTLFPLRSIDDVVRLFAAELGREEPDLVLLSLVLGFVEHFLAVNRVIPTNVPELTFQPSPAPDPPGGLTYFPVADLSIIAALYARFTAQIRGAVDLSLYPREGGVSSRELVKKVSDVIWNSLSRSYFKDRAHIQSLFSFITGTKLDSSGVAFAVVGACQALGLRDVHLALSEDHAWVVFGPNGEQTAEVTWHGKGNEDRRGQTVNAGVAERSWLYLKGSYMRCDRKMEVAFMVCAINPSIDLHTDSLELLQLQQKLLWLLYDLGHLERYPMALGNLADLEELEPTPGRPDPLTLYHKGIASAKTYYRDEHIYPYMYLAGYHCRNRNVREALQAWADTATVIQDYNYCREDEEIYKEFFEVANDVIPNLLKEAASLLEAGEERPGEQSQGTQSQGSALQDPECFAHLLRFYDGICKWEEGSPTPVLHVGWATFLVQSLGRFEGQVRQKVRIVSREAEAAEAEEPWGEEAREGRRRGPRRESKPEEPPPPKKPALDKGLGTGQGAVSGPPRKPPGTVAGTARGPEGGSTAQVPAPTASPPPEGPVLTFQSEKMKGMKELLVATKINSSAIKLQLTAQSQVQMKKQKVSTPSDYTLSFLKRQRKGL
GALK inhibitor = qHTS Assay for Inhibitors of Human Galactokinase (GALK). P51570. Purified GALK, Kinase-Glo residual ATP luminescence. Potency, µM (highest dose often 57.5 µM), without a hit: at the highest dose activity change, negative = inhibition, hits mostly inhibitors. 270,000 compounds, 0.007% hits; further: potency means the concentration at half of the fitted maximal effect; on the % scale 0 is the no-effect control and ±100 the full control effect
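Luminescence from leftover ATP (Ultra-Glo luciferase/luciferin) served as read-out after a 1 h room-temperature reaction of 5 nM GALK with 35 uM ATP and 100 uM galactose.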
B2AR arrestin = qHTS assay of beta-arrestin-biased ligands of beta2-adrenergic receptor | Beta-2 adrenergic receptor (Homo sapiens), P07550 | beta-arrestin recruitment to beta2AR, cell-based reporter | Potency, µM (series often up to 46.1 µM), for inactives: top-dose activation, actives largely listed as activators | 330,000 compounds, 0.02% hits;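 further: potency means the concentration at half of the fitted maximal effect; 0% = DMSO controls and full agonism = EC100 isoproterenol or metaproterenol; nearly all actives have a fitted effect of over 65% in size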
PKM2 activator = qHTS Assay for Activators of Human Muscle isoform 2 Pyruvate Kinase; Pyruvate kinase PKM (Homo sapiens), P14618; purified PKM2, Kinase-Glo ATP luminescence, activation; response scale: 0% is enzyme alone, no compound; Potency, µM (titrated, usually from 57.5 µM), inactives show at the highest dose activation, usual class: activators; 260,000 compounds, 0.34% hits; further: potency means the concentration at half of the fitted maximal effect; on the % scale 0 is the no-effect control and ±100 the full control effect; nearly all actives have a fitted effect of over 55% in size
Target sequence (P14618 whole entry, looked up, canonical isoform): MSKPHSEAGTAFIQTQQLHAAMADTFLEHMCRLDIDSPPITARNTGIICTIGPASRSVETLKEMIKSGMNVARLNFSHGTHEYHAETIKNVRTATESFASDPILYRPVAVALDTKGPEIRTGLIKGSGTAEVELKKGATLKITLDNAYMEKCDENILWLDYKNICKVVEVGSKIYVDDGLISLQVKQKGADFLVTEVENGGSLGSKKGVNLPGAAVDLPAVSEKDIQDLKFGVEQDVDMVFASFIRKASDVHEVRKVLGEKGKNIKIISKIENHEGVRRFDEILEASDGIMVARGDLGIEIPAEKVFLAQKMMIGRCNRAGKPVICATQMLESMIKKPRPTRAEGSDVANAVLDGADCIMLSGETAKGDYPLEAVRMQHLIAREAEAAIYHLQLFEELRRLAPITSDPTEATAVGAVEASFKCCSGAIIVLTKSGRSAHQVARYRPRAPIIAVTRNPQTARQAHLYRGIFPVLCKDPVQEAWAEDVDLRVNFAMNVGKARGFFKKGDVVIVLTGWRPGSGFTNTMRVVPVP
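Purified hPK-M2 (>95% pure) converted ADP (0.1 mM final) to ATP with 0.5 mM PEP in 50 mM imidazole pH7.2, KCl, MgCl2, Tween 20, BSA; 1 h at room temperature. ATP detected by Kinase-Glo luminescence.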
FBPA coupling cs = qHTS Assay for Inhibitors of Fructose-1,6-bisphosphate Aldolase from Giardia Lamblia: Coupling assay counterscreen | coupling enzyme system counterscreen, AmpLite Red fluorescence | activity change, negative = inhibition, % at 58.2 µM, hits read low | 290,000 compounds, 0.67% hits | AID 2472, 2010; in the data active means activity change below about -30%; further: on the % scale 0 is the no-effect control and ±100 the full control effect
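Counterscreen of the coupled detection system alone, without aldolase: glyceraldehyde-3-phosphate coupling enzymes plus AmpLite Red readout. Compounds at 57.5 uM final, 10 min RT preincubation, 20 min RT reaction, fluorescence 525/598 nm.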
a7 integrin act = qHTS for Activators of Integrin-Mediated Alleviation for Muscular Dystrophy. 350,000 compounds, 0.064% hits. alpha7betagal myoblasts, beta-gal FDG fluorescence, 48 h. Potency, µM (highest dose often 38.3 µM), for the others: at the highest dose activation, most hits filed as activators;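 further: potency means the concentration at half of the fitted maximal effect; 100% = response of the positive control SU9516; nearly all actives have a fitted effect of over 60% in size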
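Alpha7betagal+/- myoblasts (passage 13) were plated 16-24 hr, then exposed to compounds (1:260 dilution of DMSO stock) for 48 hours at 37C. After MPER lysis, β-galactosidase reporter activity was read as FDG fluorescence (ex 480/em 540) after 30 minutes.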
BCR signal inh = qHTS Assay to Find Inhibitors of Chronic Active B-Cell Receptor Signaling | 340,000 compounds, 0.05% hits | AID 493014, 2011 | ABC-DLBCL IkBa-CBG/CBR reporter, luminescence ratio, 4 h | Potency, µM (top dose mostly 46.1 µM), inactives show top-dose ratio change, negative = lower green/red ratio, hits mostly inhibitors; active means well fitted inhibition curve with a large enough effect in the signal ratio, with a control signal flat, not every such curve was filed as active; inconclusive means small, poorly fitted or top-dose-only effect, or effect the other way, or a change in a side signal; the % refers to the signal ratio;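 further: potency means the concentration at half of the fitted maximal effect; plate controls were basal doxycycline-induced cells for no effect and cells given 10 µM MG132 for full effect; MG132 reads +100%, hits lower the ratio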
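Cell line TMD8 (human ABC DLBCL), stably expressing tet-inducible CBG68-IkBa fusion and CBR; IMDM/0.5% FBS; cpd up to 46 uM; dox induction, 4 h, 37C/5% CO2; dual luminescence; green/red ratio; MG132 control.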
Giardia killer = Small Molecules that selectively kill Giardia lamblia: qHTS. Giardia lamblia trophozoite viability. activity change, % at 7.66 µM, hits read low. 340,000 compounds, 0.15% hits; in the data active means activity change below about -80%; inconclusive means between about -30% and that limit;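 further: parasites exposed to compound for two days anaerobically before the ATP read; on the % scale 0 is the no-effect control and ±100 the full control effect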
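Each well holds 100 Giardia trophozoites and compound. After two days (48 hrs) at 37 deg C in anaerobic conditions, ATP is quantified by luminescence.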
Numbers without * were called inactive; ? = inconclusive; · = not tested or not shown; [ ] = dose if it differs, or a comment. Unless noted, the call rests on the fitted dose curve; in most records, active means well fitted curve in the direction sought with a large enough effect; inconclusive means small, poorly fitted or top-dose-only effect, or another doubt; inactive means no such curve, though single readings can be large; an effect the other way counts as inactive or inconclusive. Only part of the results is shown; count on the stated rates, not on these rows.

SMILES	ASM inhibitor	PTAP TSG101 blk	Tb PFK block	Menin-MLL TR inh	GALK inhibitor	B2AR arrestin	PKM2 activator	FBPA coupling cs	a7 integrin act	BCR signal inh	Giardia killer
CCOc1ccc(-n2cc(C(=O)c3cc(Cl)ccc3O)cc(C#N)c2=O)cc1	-5%	-1%	-4%	-4%	-2%	0.4%	7%	7	-13%	-8%	9
O=C(c1ccc(Cl)nc1)N1CCN(C/C=C/c2ccccc2)CC1	5%	1%	1%	-5%	2%	0.1%	2%	0	3%	?	23
CN(C)S(=O)(=O)c1ccc(NC(=O)c2cc(-c3cccs3)nc3ccccc23)cc1	80%[activator]	-1%	-3%	-12%	1%	-1.2%	-4%	-2	20%	?	3
O=C(CCS(=O)(=O)c1ccccc1)Nc1ccc2c(c1)C(=O)NC2=O	12%	-2%	-16%	-17%	5%	-1.1%	-4%	-1	18%	?	-3
Nc1nonc1-n1nnc(C(=O)N/N=C/c2ccccc2Cl)c1CSc1ccccc1	-11%	0%	0%	·	·	-0.7%	?	-11	-25%	-2%	22
O=C(Nc1nnc(C2=COCCO2)o1)c1cccc(Br)c1	-4%	0%	4%	·	-8%	3.9%	1%	·	17%	?	-19
O=c1[nH]cc(N=Cc2cc(Cl)cc(Cl)c2O)c(=O)[nH]1	13%	-2%	-4%	21%	3%	-0.3%	0%[11.5 µM]	2	-50%[inhibitor]	0%	-12
COc1ccc(NC(=O)CC2C(=O)N(C)C(=S)N2Cc2ccco2)cc1 (stereo not given)	-2%	-4%	-6%	-29%	0%	0.8%	?	-1	-24%	5%	-18
C=CCNC(=O)C12CCC(C)(C(=O)[C@H]1Br)C2(C)C (stereo not given in full)	3%	-2%	2%	·	-3%	0.0%	-3%	-1	-57%[inhibitor]	-25%	-7
CCN(CC)C(=O)c1ccccc1NC(=O)c1cccc(S(=O)(=O)N(CC)CC)c1	·	1%	-2%	-2%	·	-0.2%	8%	0	-28%	2%	26
COc1ccc(/C=C/C(=O)N(C)C2CCCCC2)cc1Br	-2%	-2%	0%	?	-1%	0.1%	0%	0	9%	-13%	-4
COC(=O)C1=C(C)NC(=O)/C1=C\c1cc(C)n(-c2cc(C)cc(C)c2)c1C	?	-1%	0%	-3%	0%	0.4%	6%	0	24%	-10%	4
Cc1cccnc1NC(=O)CN1C(=O)c2ccccc2S1(=O)=O	1%	-8%	2%	·	·	-0.5%	·	·	-2%	-1%	20
Cc1cc(Br)ccc1NC(=O)CN(C)C(=O)CCSc1ccc(F)cc1	0%	0%	0%	·	·	-0.1%	·	·	1%	6%	-16
CC(=O)c1cccc(NC(=O)N2CCCC2C(=O)NCCC(C)C)c1 (stereo not given)	2%	-2%	1%	1%	-3%	-0.2%	-3%	2	-4%	-2%	9
CC1(C)NC(=O)N(CCOc2ccc([N+](=O)[O-])cc2)C1=O	1%	0%	-6%	11%	1%	-0.2%	2%	2	24%	3%	-4
Cc1cc2ccccn2c1C(=O)c1ccccc1F	2%[11.5 µM]	-3%	-1%	7%	-1%	-0.6%	2%	-2	-32%	2%	2
O=C1CCCN1CCCNC(=S)Nc1ccc(F)c(Cl)c1	1%	-5%	?	?	-5%	-0.3%	2%	3	-17%	?	12
Cc1cc(=O)[nH]c(SCCc2ccccc2)n1	7%	-2%	-1%	-1%	-3%	0.0%	-3%	1	20%	?	24
CCOC(=O)c1cnn(-c2ccccc2)c1NC(=O)CN1CCOCC1	-1%	-1%	6%	·	5%	-0.2%	-4%	7	2%	?	31[activator]
Cc1nn(-c2ccc(F)cc2F)c(=O)c2noc(C)c12	3%	-3%	2%	·	-1%	0.5%	-5%	1	-9%	4%	?
Cc1c(O)ccc2c(CN(C)Cc3ccccc3)cc(=O)oc12	·	-4%	0%	·	8%	0.1%	1%	3	-9%	-9%	6
COc1ccc(/C=C/C(=O)Nc2cc(S(=O)(=O)N3CCOCC3)ccc2OC)cc1	-5%	-1%	4%	·	·	-0.4%	·	·	20%	?	14
COc1cc2cc(C(c3nnnn3C3CCCC3)N3CCCCC3)c(=O)[nH]c2cc1OC (stereo not given)	86%[activator]	-7%	-13%	-17%	1%	-1.0%	2%	0	0%	-3%	12
Fc1ccc(-n2c(=S)[nH]c3cccnc32)cc1	13%	1%	-17%	8%	2%	-1.0%	0%	0	-1%	0%	1
Other entries
SMILES	ASM inhibitor	PTAP TSG101 blk	Tb PFK block	Menin-MLL TR inh	GALK inhibitor	B2AR arrestin	PKM2 activator	FBPA coupling cs	a7 integrin act	BCR signal inh	Giardia killer
Cn1c(C(O)c2ccccc2F)nc(Cl)c1Cl (stereo not given)	1%	-7%	-17%	11%	1%	0.1%	-1%	0	-28%	1%	32[activator]
CC(=O)Nc1ccc(NC(=O)CSc2nc3nc(-c4cccs4)cc(C(F)(F)F)c3c(=O)[nH]2)cc1	78%[activator]	-9%	0%	·	-1%	0.3%	5%	10	-33%	-17%	?
N#C/C(=C\c1ccc([N+](=O)[O-])cc1)c1ccccn1	-5%	-1%	-5%	22%	-3%	0.0%	-8%	2	0%	0%	2
Nc1nc(SCC(=O)N2CCCCCC2)[nH]c(=O)c1NC(=O)c1ccco1	10%	-1%	-1%	13%	-1%	0.0%	-1%	1	-6%	0%	-8
CN(C)S(=O)(=O)c1cc(NC(=O)COC(=O)Cc2ccc(Cl)cc2Cl)ccc1Cl	-15%	-4%	0%	17%	1%	-0.9%	-2%	0	16%	-4%	39[activator]
CCOC(=O)c1sc(NC(=O)C(C)Sc2nc(N)cc(=O)[nH]2)nc1C (stereo not given)	1%	4%	1%	5%	4%	0.1%	·	1	0%	-6%	-7
COC(=O)c1cccc(NC(=S)Nc2cccc(Cl)c2C)c1	·	1%	1%	5%	0%	-0.3%	-15%	0	19%	-16%	0
CCCOc1ccc(CCc2n[nH]c(=S)n2Cc2ccccc2)cc1	-10%	-8%	8%	-27%	2%	0.5%	5%	-5	-12%	17%	-6
COc1cccc(C(=O)OCC(=O)NCCCc2ccccc2)c1	-3%	2%	-5%	?	-3%	0.6%	·	-2	4%	?	9
CNc1ncnc2c1ncn2[C@@H]1O[C@H](CO)[C@@H](O)[C@H]1O	7%	-3%	-7%	·	·	-0.2%	·	·	·	?	-22
CC(CN1CCOCC1)OC(=O)c1ccccc1Br (stereo not given)	-2%	-1%	1%	-10%	1%	0.1%	-2%	1	6%	?	10
C=C(C)Cn1c(SCC(=O)O)nnc1-c1ccc(C(C)(C)C)cc1	6%	4%	-2%	3%	-3%	-0.7%	3%	15	-21%	-5%	-15
CC(=O)C(Sc1ccc2nnc(-c3ccc(C)cc3)n2n1)C(C)=O	-4%	1%	-11%	?	1%	0.0%	1%	2	-8%	-2%	6
Cc1ccc(OCC(=O)Nc2cccc(-c3nnc(-c4ccccc4)o3)c2)c(C)c1	-1%	-7%	-1%	10%	-1%	0.1%	-1%	0	7%[7.66 µM]	-4%	-2
C[C@]12c3[nH]c4ccc(Cl)cc4c3CCN1C(=O)[C@@H](CC(=O)NCCc1ccccn1)C[C@@H]2C(=O)N1CCCCC1	5%	-6%	0%	·	·	2.8%	·	·	-5%	?	7
O=C(/C=C/c1ccc2ccccc2n1)N1CCN(S(=O)(=O)c2ccccc2F)CC1	-1%	-7%	1%	·	3%	0.0%	4%	0	-52%	?	13
CCCN(CC(=O)Nc1ccccc1OC)C(=O)CSC(=S)N1CCCC1	6%	2%	4%	·	·	-0.4%	·	·	18%	-1%	4
COCCCNC(=O)CCC(=O)NNc1nc2ccccc2c2nc(-c3ccccc3)nn12	-9%	-5%	-1%	-26%	-3%	-0.1%	-3%	-6	24%	20%	-15
CCn1c(COc2cccc(OC)c2)nnc1SCC(=O)Nc1cccc(OC)c1	1%	-2%	-1%	11%	-4%	-0.2%	-1%	3	1%	?	18
CN(C)N1C(N)=C(C#N)C(c2ccc(Br)cc2)C2=C1CC(C)(C)CC2=O (stereo not given)	32%	-2%	-5%	?	1%	0.2%	·	-1	-22%	1%	-6
COc1ccc(CC(=O)NCC(=O)N/N=C/c2ccc(C)o2)cc1	1%	0%	0%	6%	0%	-0.8%	-11%	-3	-9%	7%	-10
